# Yeast life ext: compounds extending yeast replicative lifespan, primary screen, S. cerevisiae, OD615. inhibition of the nicotinamide effect, % at 10 µM. S. cerevisiae growth with nicotinamide; deaD strain in restrictive glucose medium. hit rate 0.68% among 130,000. AID 775, 2007;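 active = inhibition above a set limit, placed 3 SD over the median of all compounds, cut at about 26% in these data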;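 also: 0% = nicotinamide-treated wells and 100% = cells grown without nicotinamide; some compounds called inactive have numbers as strong as hits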
#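 System: DeaD-strain S. cerevisiae / Buffer or medium: CSMM-D, restrictive glucose (dextrose) synthetic minimal medium / Probe or stimulus: nicotinamide, 1.5 mM, co-present with compound / Compound: one concentration, 10 µM, DMSO 0.25% / Incubation: 48 h compound exposure at 30 °C, humidified / Technique: optical density (absorbance) at 615 nm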
# BB579 growth dn: growth inhibitors of yeast BB579 in restrictive medium, primary screen, yeast lifespan-shortening project, S. cerevisiae | OD615, 48 h | inhibition, % at 10 µM | hit rate 0.51% among 140,000 | AID 804, 2007;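 active = inhibition above a set limit, 3 SD over the mean compound inhibition, cut at about 44% in these data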; also: inactives centre near -24
#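 Material: Saccharomyces cerevisiae DeaD strain BB579, replicative lifespan model yeast; buffer or medium: CSMM-D restrictive synthetic medium containing dextrose (glucose); compound: 10 µM single dose, DMSO 0.25%; timing: 48 h compound exposure at 30 °C after 4 h preincubation; signal: turbidity as optical density at 615 nm; benchmarks: positive control amphotericin B 10 µg/mL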
# MRP-1 activ: H69AR viability gain despite doxorubicin, primary screen, MRP-1 activator project, H69AR cells, CellTiter-Glo. viability rescue. viability increase, % at 10 µM. hit rate 0.61% among 140,000;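 active = viability gain under doxorubicin at or above a set limit, the compound median plus 3 SD, cut at about 4.7% in these data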;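 also: MRP-1 overexpressing cells given doxorubicin 25 µM after compound pretreatment; 18-22 h compound pretreatment then 72 h with doxorubicin before readout; 0% = doxorubicin-only wells and 100% = vehicle-treated cells without doxorubicin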
# Phagocytosis inh: inhibitors of macrophage phagocytosis, primary screen, imaging, J774A.1 cells, IgG beads; inhibition, % at 5 µM; AID 1029, 2008; hit rate 0.07% among 110,000; J774A.1 macrophage IgG-bead phagocytosis;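 active = inhibition above the mean of the plate negative controls plus 5 SD, cut at about 13% in these data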;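 also: phagocytic index as fraction of beads internalized from green versus red external bead signal; plate controls were DMSO negative control for no effect and cytochalasin-D positive control for full effect; some results beyond the cut were filed as inactive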
# E-sel TNF inh: E-selectin induction blockers in HUVEC – imaging, immunofluorescence, high content, primary screen; HUVEC TNFa-induced E-selectin immunofluorescence; inhibition, % at 2 µM; hit rate 0.71% among 120,000;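 active = inhibition above the batch mean plus 3 SD, and confirmed as a hit on visual image review, cut at about 43% in these data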;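 also: 0% = TNF-stimulated DMSO wells and 100% = unstimulated control wells; not every result past the cut was called active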
# GALR2 antag: GALR2 antagonists in receptor-expressing cells, primary screen. Galanin receptor type 2 (Homo sapiens), O43603. antagonist mode. inhibition, % at 4 µM. hit rate 0.39% among 140,000. AID 828, 2007; in the data active = inhibition above about 27%;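 also: cells stimulated with galanin 1-16 at roughly its EC80; 0% = agonist challenge control and 100% = basal control without agonist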
# Target sequence (O43603 whole entry, looked up): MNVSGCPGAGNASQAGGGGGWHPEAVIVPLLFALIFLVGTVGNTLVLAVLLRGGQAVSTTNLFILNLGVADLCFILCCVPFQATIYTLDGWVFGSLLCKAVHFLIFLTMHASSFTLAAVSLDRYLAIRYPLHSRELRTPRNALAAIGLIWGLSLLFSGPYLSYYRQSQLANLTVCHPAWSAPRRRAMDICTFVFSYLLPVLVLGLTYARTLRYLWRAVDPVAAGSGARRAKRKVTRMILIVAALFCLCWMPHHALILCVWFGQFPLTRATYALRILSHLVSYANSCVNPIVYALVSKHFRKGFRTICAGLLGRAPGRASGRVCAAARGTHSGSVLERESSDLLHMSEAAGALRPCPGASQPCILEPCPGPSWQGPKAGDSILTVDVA
# NPY Y2 blocker: NPY-Y2 receptor antagonists, primary screen, cell-based; Neuropeptide Y receptor type 2 (Homo sapiens), P49146; NPY-Y2 expressing cells, antagonist mode; hit rate 0.99% among 140,000; inhibition, % at 2.7 µM; in the data active = inhibition above about 17%;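 also: 0% = vehicle with agonist challenge and 100% = reference antagonist with challenge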
# Target sequence (P49146 whole entry, looked up): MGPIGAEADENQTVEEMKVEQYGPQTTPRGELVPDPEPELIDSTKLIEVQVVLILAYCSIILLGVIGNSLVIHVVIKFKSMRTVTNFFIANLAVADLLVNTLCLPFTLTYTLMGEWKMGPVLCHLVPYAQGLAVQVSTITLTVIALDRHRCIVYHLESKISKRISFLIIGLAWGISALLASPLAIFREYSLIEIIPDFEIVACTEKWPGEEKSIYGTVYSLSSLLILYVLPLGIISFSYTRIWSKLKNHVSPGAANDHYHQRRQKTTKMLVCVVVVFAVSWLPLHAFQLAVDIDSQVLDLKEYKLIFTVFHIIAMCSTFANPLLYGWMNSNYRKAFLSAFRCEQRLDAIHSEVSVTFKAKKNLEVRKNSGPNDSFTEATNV
# Measles CPE: compounds protecting cells from measles virus cytopathic effect, primary screen, measles RdRp inhibitor project, single point, MLSMR library, absorbance; Measles virus-infected cells, CPE protection; protection (pct of control), % at 4 µM; hit rate 1.5% among 140,000; AID 841, 2007; in the data active = protection mostly above about 24%, no sharp cut-off; inactive = mostly below about 26%; also: some compounds called inactive have numbers as strong as hits
# PTEN del growth: growth suppression of PTEN-null HCT116, primary screen, cell-based, CellTiter-Glo. hit rate 1.2% among 140,000. HCT116 PTEN-null viability, 60 h; stronger effect = lower value. AID 827, 2007. viability, % at 10 µM;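 active = viability at or below a set limit, 4 SD under the median of all tested compounds, cut at about 3.7% in these data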;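 also: PTEN knockout HCT116 line with beta catenin targeted HCT116 as companion control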
# bCat KO growth: primary screen for growth suppressors in beta-catenin knockout HCT116 cells (colon tumor, human). HCT116 beta-catenin knockout viability, CellTiter-Glo, 60 h; stronger effect = lower value. AID 818, 2007. viability, % at 10 µM. hit rate 1.5% among 140,000;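 active = viability at or under a set limit, the compound median less 4 SD, cut at about 6% in these data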;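 also: 0% = Hyamine 1622 control at 20 µM and 100% = untreated cell control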
# Numbers without * were called inactive; . = no result given. Outcome played no part in choosing rows; about 6.2% have a hit in one of these screens.
# Sample of the layout (5 entries):
SMILES,Yeast life ext,BB579 growth dn,MRP-1 activ,Phagocytosis inh,E-sel TNF inh,GALR2 antag,NPY Y2 blocker,Measles CPE,PTEN del growth,bCat KO growth
Cc1sc2nc(CC(N)=O)[nH]c(=O)c2c1-c1ccccc1,0,-55,-0.8,-2,-9,0,0,6,94,90
COc1ccc(NC(=O)N(Cc2ccc(C)cc2)Cc2cccnc2)c(OC)c1,-10,-33,-1.9,0,10,-2,0,1,83,86
CCCc1cc(Nc2c(C)n(C)n(-c3ccccc3)c2=O)n2c(nc3ccccc32)c1C#N,-4,-15,-4.2,0,-12,1,3,10,86,77
CCC(CC)NC(=O)c1oc2ccccc2c1COc1ccccc1,2,-20,2.9,-8,-12,-9,26*,7,60,60
CCOc1cc(C(=O)Nc2ccc(S(=O)(=O)N3CCOCC3)cc2)cc(OCC)c1OCC,-4,-38,-1.8,0,-5,-1,0,7,89,85

# Main list, repeating the preview:
SMILES,Yeast life ext,BB579 growth dn,MRP-1 activ,Phagocytosis inh,E-sel TNF inh,GALR2 antag,NPY Y2 blocker,Measles CPE,PTEN del growth,bCat KO growth
Cc1sc2nc(CC(N)=O)[nH]c(=O)c2c1-c1ccccc1,0,-55,-0.8,-2,-9,0,0,6,94,90
COc1ccc(NC(=O)N(Cc2ccc(C)cc2)Cc2cccnc2)c(OC)c1,-10,-33,-1.9,0,10,-2,0,1,83,86
CCCc1cc(Nc2c(C)n(C)n(-c3ccccc3)c2=O)n2c(nc3ccccc32)c1C#N,-4,-15,-4.2,0,-12,1,3,10,86,77
CCC(CC)NC(=O)c1oc2ccccc2c1COc1ccccc1,2,-20,2.9,-8,-12,-9,26*,7,60,60
CCOc1cc(C(=O)Nc2ccc(S(=O)(=O)N3CCOCC3)cc2)cc(OCC)c1OCC,-4,-38,-1.8,0,-5,-1,0,7,89,85
O=C(CCN1CCC(c2ccccc2)C1)c1cccs1 (stereo not given),9,-20,-2.6,0,-80,0,1,19,2.8*,16
Cc1cc(C(=O)N/N=C2\CC(=O)CC(C)(C)C2)n[nH]1,-11,-9,-2.6,.,47,-2,1,4,87,88
CCN(CC)C(c1ccc(C)cc1)c1nnnn1C1CCCCC1 (stereo not given),1,-28,-1.4,-1,13,-8,9,2,81,80
CCOC(=O)c1oc2cc(O)ccc2c(=O)c1-c1csc(C)n1,-4,-13,-2.9,0,21,5,0,7,98,95
Cc1cccc(OCc2nnc(SCC(=O)c3ccccc3)o2)c1,-8,-41,-3.7,-2,.,4,12,23,104,102

# 3 compounds out of the list above, ordered by their value in Measles CPE, largest number first.
mol	Measles CPE
O=C(CCN1CCC(c2ccccc2)C1)c1cccs1 (stereo not given)	19
CCCc1cc(Nc2c(C)n(C)n(-c3ccccc3)c2=O)n2c(nc3ccccc32)c1C#N	10
CCC(CC)NC(=O)c1oc2ccccc2c1COc1ccccc1	7

# Next section
SMILES,Yeast life ext,BB579 growth dn,MRP-1 activ,Phagocytosis inh,E-sel TNF inh,GALR2 antag,NPY Y2 blocker,Measles CPE,PTEN del growth,bCat KO growth
CN1CCN(S(=O)(=O)c2ccc(N)cc2)CC1,-5,-14,-2.6,.,.,11,2,1,98,87
Cc1ccc(C2C(=O)N(C3CCCC3)CC(=O)N2CC2COc3ccccc3O2)cc1 (stereo not given),-19,-11,-1.2,.,-12,0,5,4,65,71
Cn1ncc(Br)c1C(=O)N/N=C/c1cccc(OC2CSC2)c1,7,-31,0.1,3,.,12,3,20,96,96
CCOC(=O)c1c(NC(=O)C(C)Sc2cccc[n+]2[O-])sc2c1CCN(Cc1ccccc1)C2 (stereo not given),5,91*,-2.3,0,.,-6,2,8,52,64
COc1ccc(N2C(=O)CC(NCc3ccncc3)C2=O)cc1 (stereo not given),21,-47,0.7,.,3,-3,1,45*,98,91
CCS(=O)(=O)c1ccc(S(=O)(=O)CC)s1,-12,-34,-1.7,-3,-10,-8,-1,17,86,84
O=C(O)C1CCCN(S(=O)(=O)c2ccc(F)cc2)C1 (stereo not given),-2,-48,-0.4,-2,.,5,3,6,98,98
CCn1c(=O)c(C(=O)NCCCO)c(O)c2ccccc21,-9,-2,-2.9,0,-42,-2,0,4,98,94
Cc1cc(Cl)c(S(=O)(=O)Nc2cccc(O)c2)cc1OCC(N)=O,1,-23,-2.5,-4,25,12,2,3,106,101
CCOC(=O)N1CCC(NC(=O)c2cc(S(=O)(=O)NCCc3ccccc3)ccc2F)CC1,-2,-33,-0.6,-3,14,4,8,4,77,64
CCOC(=O)c1cnc2c(OC)cccc2c1N1CCN(c2ccccc2OC)CC1,-5,-23,-5.2,-2,.,-7,11,21,56,69
COc1cc(NC(=O)Cn2nc(C(F)(F)F)c(Br)c2C)cc([N+](=O)[O-])c1,-2,-18,-3.1,-10,.,-2,-1,15,28,40
COc1ccc(S(=O)(=O)N2CCOCC2)cc1NC(=O)c1ccccc1-c1ccc(C(F)(F)F)cc1,-2,-10,-0.9,11,.,3,12,9,65,64
COc1ccc(NC(=S)NCC2CCN(c3ccc(OC)cc3)C2)cc1 (stereo not given),4,-35,-3.7,0,-4,-2,-1,11,84,91
O=C(Cc1ccccc1)Nc1nnc(-c2ccco2)s1,-8,-66,0.3,-1,20,10,0,3,114,111
O=C(CSc1nc2ccccc2c(=O)n1Cc1ccco1)N1CCN(c2ccccc2)CC1,-3,-5,-2.8,-2,.,-9,12,45*,86,88
COc1ccc(NS(=O)(=O)c2ccc(C)c(NC(=O)NC3CCCCC3)c2)cc1,-1,-13,3.8,.,-18,-16,4,11,71,76
COc1cc(NC(=O)CN2C(=O)NC(c3ccccc3)(c3ccccc3)C2=O)c(C)cc1[N+](=O)[O-],-1,-23,-2.0,-4,.,10,-2,36,77,82
CC(=NCCc1ccccc1)C1=C(O)CCC1=O,-5,-17,-0.6,-1,3,-7,3,7,98,111
CCOC(=O)c1c(NC(=O)C2CCCO2)sc(C(N)=O)c1C (stereo not given),-2,-9,-3.0,-4,.,-1,2,11,88,102
Cc1ccc(-c2csc(NC(=O)C3=COCCO3)n2)cc1,-6,22,2.0,-10,-27,-5,5,4,94,88
COc1ccccc1NC(=O)Cn1c(=O)oc2ccccc21,-15,-39,-3.6,-1,-4,-11,1,6,81,83
O=C(OCc1cc(=O)n2c(n1)sc1ccccc12)c1cccc(O)c1,-1,-17,0.0,-4,12,-6,8,6,99,85
CCn1ccc(C(=O)NC2=C(C#N)CCC2)n1,-29,-15,-1.4,.,-8,5,1,10,97,103
CC(C)(C)c1cc(NS(=O)(=O)c2ccc3c(c2)OCCO3)on1,10,-18,-1.9,.,-7,5,2,25,101,88
CCC(NC(=O)c1ccccc1NC(=O)c1ccccc1)C(=O)O (stereo not given),-15,-31,0.5,-2,-16,0,0,.,98,101
CC(=O)c1cccc(NC(=O)N2C3CCC2CC(O)(c2cccnc2)C3)c1 (stereo not given),-1,-23,-2.4,0,-36,4,-1,6,95,90
COc1ccc2c(CCNC(=O)CN3C(=O)c4ccccc4C3=O)c[nH]c2c1,-2,-15,-2.0,-6,15,-5,2,22,105,101
CC1(C)Cc2c(C#N)c(SCc3ccccc3)nc(N3CCOCC3)c2CO1,-10,-13,-3.0,.,.,1,3,13,73,87
Cc1[nH]c2ccccc2c1C1C(c2ccccc2)=NN=C(C(C)C)N1O (stereo not given),.,-42,-5.1,.,-12,11,4,2,93,87
COc1ccc(CNC(=O)C(C)N(Cc2ccco2)C(=O)c2snc(C(N)=O)c2N)cc1 (stereo not given),-1,-50,-3.1,0,22,-5,0,6,85,91
CN(c1ccc(C(=O)NCCSCc2ccc(Cl)cc2)cc1)S(=O)(=O)c1ccccc1,6,-46,1.1,-5,.,4,11,6,71,62
O=[N+]([O-])c1cc(S(=O)(=O)Nc2ccccc2)ccc1-n1nnc2ccccc21,-8,-30,-1.5,-2,-8,3,2,27,78,94
Fc1ccc(C(CCCn2nnc(-c3cccnc3)n2)c2ccc(F)cc2)cc1,1,-29,-4.6,2,2,12,7,5,39,48
Cc1c(C(=O)NCc2ccccn2)oc2ccc(S(=O)(=O)N3CCOCC3)cc12,1,-16,-0.8,0,-16,6,0,8,106,98
c1ccc(-c2nnc3sc(Cc4cccs4)nn23)cc1,-8,-13,-4.5,.,-10,-1,3,10,82,87
CC(C)Cn1[nH]c2c3c(ccc2c1=O)C(=O)c1ccccc1C3=O,-32,5,-4.9,.,11,2,-1,37,58,65
Cc1cc(C)nc(-n2nc(C)cc2NC(=O)CNC(C)c2ccccc2)n1 (stereo not given),-10,-39,-1.9,-1,52,5,4,33,89,80
Cn1c2ccc(F)cc2c2ncn(CCN3CCOCC3)c(=O)c21,-9,-3,-3.7,0,4,-1,1,6,89,94
COc1ccc(OC)c(C(=O)CN2CCN(S(=O)(=O)c3ccc(Br)cc3)CC2)c1,-4,-53,-0.3,2,-4,4,-1,3,115,118
Cc1noc(C)c1C(=O)OCC(=O)Nc1cccc(S(=O)(=O)N(C)C)c1,-4,-30,-3.2,-11,-22,1,3,16,102,96
Cc1ccc(S(=O)(=O)Nc2ccc(Br)cc2C(NCC(=O)O)c2ccccc2)cc1 (stereo not given),-1,6,-2.2,-20,.,5,-1,10,94,93
O=C(Nc1ccccc1)C1C2CCC3C(CCC21)C3(Cl)Cl (stereo not given),-3,-23,-0.8,-4,6,0,14,16,72,85
O=C(CC1SC(=O)N(Cc2cccc3ccccc23)C1=O)Nc1nccs1 (stereo not given),0,-35,-2.5,.,-17,2,5,2,69,69
Cc1c(CN(C)C)c2c(n1Cc1ccccc1)C(=O)c1ccccc1-2,2,24,-5.3,-2,12,10,3,2,37,48
Cc1ccccc1CN(c1ccc(C(=O)Nc2cccnc2)cc1)S(C)(=O)=O,-4,-11,-1.5,-1,14,1,1,2,94,82

# Printed as active in NPY Y2 blocker, of those listed so far:
Compound,Yeast life ext,Phagocytosis inh,E-sel TNF inh,GALR2 antag,NPY Y2 blocker,Measles CPE
CCC(CC)NC(=O)c1oc2ccccc2c1COc1ccccc1,2,-8,-12,-9,26*,7

# 2 entries drawn at random from the list so far, as already listed:
SMILES,Yeast life ext,BB579 growth dn,MRP-1 activ,Phagocytosis inh,E-sel TNF inh,GALR2 antag,NPY Y2 blocker,Measles CPE,PTEN del growth,bCat KO growth
O=C(CC1SC(=O)N(Cc2cccc3ccccc23)C1=O)Nc1nccs1 (stereo not given),0,-35,-2.5,.,-17,2,5,2,69,69
O=C(Nc1ccccc1)C1C2CCC3C(CCC21)C3(Cl)Cl (stereo not given),-3,-23,-0.8,-4,6,0,14,16,72,85
